# Spn PMK inh: inhibitors of Streptococcus pneumoniae phosphomevalonate kinase; purified PMK, PK/LDH-coupled NADH absorbance 340 nm; inhibition, % at 10 µM; 65,000 tested, 0.49% active;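 active = top-ranked compounds by inhibition in the single 10 µM screen, taking a fixed number of the strongest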;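 note: 0% = full reaction with DMSO carrier and 100% = background rate without enzyme reaction; no value below 0 was filed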
# HPDE-C7 viability: cytotoxicity in HPDE-C7 cells, cell-based, fluorescence, HTS (AID 430); HPDE-C7 pancreatic duct cells viability, fluorescence; higher % means a stronger effect; one-dose cytotoxicity, % at 10 µM; EC50 in µM for titrated hits; 63,000 tested, 1.8% active;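 note: cells exposed to compound for 48 hours before viability readout; 0% = vehicle and 100% = reference cytotoxic drug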
# Alkaline phosphatase: inhibition of tissue-nonspecific alkaline phosphatase – biochemical, luminescent (AID 518). inhibition, % at 20 µM, or IC50 in µM where a hit was titrated. purified TNAP enzyme, luminescent substrate readout; higher % means a stronger effect. 64,000 tested, 0.09% active; in the data active = a potency from the dose series; inactive = the rest, 99 in 100 with inhibition below about 22%;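 note: plate controls were vehicle for no effect and reference inhibitor for full effect; many of its hits are not listed in these tables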
# KRASV12 cytotoxicity: cytotoxicity in KRAS-transformed pancreatic duct cells, primary screen, cell-based, fluorescence, HTS (AID 431). cytotoxicity, % at 10 µM; hits with a dose series show EC50 in µM. HPDE-C7K KRASV12 cells, Alamar Blue viability, 48 h; higher % means a stronger effect. 63,000 tested, 1.7% active;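 active = compounds whose percent cytotoxicity in the single-dose primary screen, scaled between solvent and toxic-drug controls, exceeds 50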;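 note: 0% = DMSO solvent wells and 100% = doxorubicin-treated wells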
# Bfl-1 displacement: Bfl-1 inhibitors, primary screen, biochemical, fluorescence polarization, FITC-Bid, mouse (AID 432); FITC-Bid BH3 peptide fluorescence polarization displacement; higher % means a stronger effect; one-dose displacement, % at 20 µM; IC50 in µM for titrated hits; 64,000 tested, 0.02% active; in the data active = a potency from the dose series; inactive = the rest, 99 in 100 with displacement below about 15%; note: strong numbers were not always called active
# HT1080 viability: cytotoxicity in HT1080 fibrosarcoma cells, cell-based, fluorescence readout (AID 620); HT1080 viability, fluorescence; higher % means a stronger effect; one-dose cytotoxicity, % at 10 µM; EC50 in µM for titrated hits; 87,000 tested, 0.42% active;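 note: cells exposed to compound overnight then 4 h with Alamar Blue; 0% = vehicle DMSO and 100% = killing control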
# LYP inhibition: inhibition of human PTPN22 tyrosine phosphatase – biochemical, DiFMUP fluorescence, recombinant catalytic domain, 10 µM, primary screen (AID 606); inhibition, % at 10 µM, or IC50 in µM where a hit was titrated; 52,000 tested, under 10 active; recombinant LYP catalytic domain, DiFMUP fluorescence; higher % means a stronger effect;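 active = IC50 under 40 µM in the dose-response test; inactive = IC50 of 40 µM or more, or never dose-tested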
# DPM-DC inhibit: inhibitors of Streptococcus pneumoniae diphosphomevalonate decarboxylase. purified DPM-DC, PK/LDH coupled NADH fluorescence. calls only at 10 µM. 65,000 tested, 0.49% active;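 active = the 320 compounds with the highest percent inhibition in the single-dose primary screen, excluding strongly autofluorescent ones, cut at about 32% in these data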;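 note: kinetic rate of NADH fluorescence loss reporting ADP formed by the decarboxylase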
# MK inhibit: inhibitors of Streptococcus pneumoniae mevalonate kinase | inhibition, % at 10 µM | AID 555 | 65,000 tested, 0.48% active | purified MK, PK/LDH-coupled NADH absorbance 340 nm;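 active = ranked among the strongest by inhibition in the single 10 µM screen, a fixed top-ranked set picked for dose follow-up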; note: no value below 0 was filed
# Spn PMK inh pilot replicates: also measured in Spn PMK inh; calls as there; inhibition, %; measured here: pilot screen replicates
# MK inhibit pilot replicates: further read-out of MK inhibit, marked with its call; inhibition, %; measured here: pilot screen replicates
# DPM-DC inhibit pilot screen %: further read-out of DPM-DC inhibit, marked with its call; inhibition, %; measured here: pilot screen trials
# Starred values were filed as active, the others as inactive; i = inactive; / = not tested or not shown. Cut-off read from the data, not from the text of the source, unless noted: active = cytotoxicity above about 50%; inactive = the rest. Compounds were not picked by outcome (roughly 3.6% active in at least one column).
SMILES,Spn PMK inh,HPDE-C7 viability,Alkaline phosphatase,KRASV12 cytotoxicity,Bfl-1 displacement,HT1080 viability,LYP inhibition,DPM-DC inhibit,MK inhibit,others
Cc1cc(C)c(S(=O)(=O)NCC2CCC(C(=O)NCCCN3CCOCC3)CC2)c(C)c1 (stereo not drawn),0.0,-11.2%,1.5%,-9.5%,-2.6%,2.9%,/,i,7.0,
CNC(=O)CCn1nc(-c2ccc(Cl)cc2)c2ccccc2c1=O,0.0,10.8%,0.8%,14.6%,3.9%,-1.0%,-12.3%,i,0.0,
O=C(O)CCC(=O)c1cccc2ccccc12,6.0,-10.6%,10.4%,-5.2%,-1.8%,2.9%,0.7%,i,12.0,
CCOc1cc(NC(=O)c2ccco2)c(OCC)cc1NC(=O)COc1ccccc1,5.0,-1.6%,9.7%,3.0%,-0.5%,2.3%,-0.2%,/,1.0,
Cc1ccc(S(=O)(=O)N2CCCC2C(=O)Oc2ccccc2)cc1 (stereo not drawn),10.0,-1.6%,4.6%,-2.3%,-5.6%,-6.7%,-22.1%,i,5.0,
CN1CCN(c2ccc(NC(=O)c3ccccc3Br)cc2)CC1,0.0,-3.2%,-1.2%,2.5%,0.1%,-2.8%,0.7%,i,8.0,
Cc1cc(NC(=O)CSc2nnc(COc3ccccc3)o2)no1,10.0,3.7%,0.8%,1.4%,7.9%,-0.2%,0.1%,i,0.0,
O=C(COc1ccc(Br)cc1)OCc1nnc(-c2ccccc2)o1,1.0,29.2%,2.3%,6.2%,-2.0%,-2.2%,/,i,7.0,
COC(=O)c1sc(NC(=O)Cc2cccs2)nc1C,0.0,-9.1%,11.4%,-9.6%,-7.1%,7.1%,/,i,17.0,
CC(C)(C)N(Cc1ccccc1)C(=O)CSc1nnc(CNc2ccc(F)cc2)o1,3.0,-1.1%,4.0%,3.6%,-6.8%,1.0%,4.7%,i,3.0,

# Four compounds picked at random from the list so far, as already listed:
SMILES,Spn PMK inh,HPDE-C7 viability,Alkaline phosphatase,KRASV12 cytotoxicity,Bfl-1 displacement,HT1080 viability,LYP inhibition,DPM-DC inhibit,MK inhibit,others
Cc1ccc(S(=O)(=O)N2CCCC2C(=O)Oc2ccccc2)cc1 (stereo not drawn),10.0,-1.6%,4.6%,-2.3%,-5.6%,-6.7%,-22.1%,i,5.0,
O=C(COc1ccc(Br)cc1)OCc1nnc(-c2ccccc2)o1,1.0,29.2%,2.3%,6.2%,-2.0%,-2.2%,/,i,7.0,
O=C(O)CCC(=O)c1cccc2ccccc12,6.0,-10.6%,10.4%,-5.2%,-1.8%,2.9%,0.7%,i,12.0,
Cc1cc(C)c(S(=O)(=O)NCC2CCC(C(=O)NCCCN3CCOCC3)CC2)c(C)c1 (stereo not drawn),0.0,-11.2%,1.5%,-9.5%,-2.6%,2.9%,/,i,7.0,

# Other results.
SMILES,Spn PMK inh,HPDE-C7 viability,Alkaline phosphatase,KRASV12 cytotoxicity,Bfl-1 displacement,HT1080 viability,LYP inhibition,DPM-DC inhibit,MK inhibit,others
O=C(Nc1ccc(S(=O)(=O)N2CCc3ccccc3C2)cc1)C1CCCO1 (stereo not drawn),5.0,-5.3%,7.7%,-3.0%,5.1%,-3.5%,3.2%,i,12.0,
CCCCC(=O)NC1(C(F)(F)F)C(=O)Nc2c1c(=O)[nH]c(=O)n2Cc1ccco1 (stereo not drawn),13.0,-9.3%,4.9%,-5.5%,-1.5%,-1.5%,/,i,8.0,
O=C(C1CCC(C(=O)N2CCc3ccccc32)CC1)N1CCc2ccccc21 (stereo not drawn),2.0,2.1%,4.4%,-8.9%,-2.0%,11.0%,-12.7%,i,5.0,
CCC(C)n1nccc1NC(=O)C(C)OC(=O)c1cc2ccccc2[nH]1 (stereo not drawn),18.0,3.9%,7.5%,7.0%,1.5%,6.9%,/,i,4.0,
COC(=O)c1cc2sccc2n1Cc1nc(-c2ccc(OC)cc2)oc1C,11.0,18.6%,3.3%,22.6%,-13.0%,-0.2%,-1.1%,i,9.0,
O=c1c2ccccc2n2cnnc2n1-c1ccccc1,12.0,-2.2%,1.7%,5.5%,-4.4%,-5.1%,4.3%,i,0.0,
O=C(CSc1oc(-c2ccc(F)cc2)nc1S(=O)(=O)c1ccccc1)NCC1CCCO1 (stereo not drawn),0.0,-4.8%,14.5%,-7.0%,7.3%,-0.5%,12.9%,i,11.0,
CCOC(=O)c1ccc(CNC(=O)C2CCCCC2C(=O)OCC(F)(F)F)o1 (stereo not drawn),7.0,-5.7%,2.9%,0.3%,1.3%,-4.8%,-2.2%,i,0.0,
CN(C)C(=O)CSc1nnc(CCNC(=O)OC(C)(C)C)o1,14.0,4.8%,14.5%,-1.5%,7.6%,0.9%,6.1%,i,6.0,
Cc1noc(C)c1COC(=O)c1cccnc1SCC(=O)Nc1ccc2c(c1)OCO2,17.0,5.4%,18.4%,3.7%,-3.3%,12.1%,/,i,4.0,
O=C(O)C(F)(F)S(=O)(=O)O,9.0,-21.5%,-5.1%,-20.8%,-6.0%,2.0%,6.2%,i,14.0,
O=C(CSc1nnc2scc(-c3ccccc3)n12)N1CCN(Cc2ccccc2)CC1,12.0,-8.1%,-1.0%,4.6%,3.5%,-2.9%,/,i,3.0,Spn PMK inh pilot replicates=0.0;MK inhibit pilot replicates=1.0;DPM-DC inhibit pilot screen %=0.0
O=c1cc(Cn2ccnc2)c2cc3c(cc2o1)CCC3,13.0,5.6%,15.1%,16.1%,-5.4%,14.9%,/,i,10.0,
Cc1ccc(S(=O)(=O)NCc2csc(C)n2)c(C)c1,15.0,-19.3%,12.8%,-0.3%,5.2%,-2.0%,12.2%,i,5.0,
CC(Sc1n[nH]c(=O)[nH]c1=O)C(=O)OCc1ccccc1 (stereo not drawn),8.0,-19.0%,3.0%,-13.9%,-3.4%,4.6%,-8.5%,i,5.0,Spn PMK inh pilot replicates=0.0;MK inhibit pilot replicates=0.5;DPM-DC inhibit pilot screen %=4.0
CC1CCCN(c2oc(-c3cccc4ccccc34)nc2C#N)C1 (stereo not drawn),0.0,9.7%,7.7%,15.7%,-4.9%,-6.0%,8.8%,/,4.0,
CCN1CCN(CCCNC(=O)c2cc3cc4ccc(OC)cc4nc3o2)CC1,12.0,-1.1%,-0.8%,6.2%,3.0%,15.4%,6.6%,/,2.0,
Cc1cc(C)cc(NCC(=O)Nc2c(C)cccc2C)c1,5.0,2.3%,5.5%,13.3%,3.0%,/,11.8%,i,19.0,
COc1ccc(-n2nnnc2-c2cccc(OC)c2)cc1,20.0,68.4%*,12.4%,60.7%*,-0.2%,48.1%,0.4%,i,0.0,Spn PMK inh pilot replicates=3.0;MK inhibit pilot replicates=0.5;DPM-DC inhibit pilot screen %=0.0
CC(C)(C)Nc1ncnc2c1cnn2-c1ccccc1,0.0,17.4%,14.7%,17.2%,-1.9%,16.2%,-2.6%,i,1.0,
CCCCC(=O)O[C@H]1CC[C@H]2[C@@H]3CCc4cc(O)ccc4[C@H]3CC[C@]12C,0.0,18.9µM*,16.5%,/,0.7%,-17.7%,13.7%,i,6.0,Spn PMK inh pilot replicates=0.5;MK inhibit pilot replicates=0.0;DPM-DC inhibit pilot screen %=0.0
COc1ccc(C2CC(=O)C3=C(C2)Nc2ccccc2N(C(=O)C2CC2)C3c2cccnc2)cc1OC (stereo not drawn),0.0,-18.1%,-8.2%,-19.4%,-1.6%,4.0%,1.7%,i,7.0,Spn PMK inh pilot replicates=1.0;MK inhibit pilot replicates=0.0;DPM-DC inhibit pilot screen %=11.0
C=CCn1c(N)c(C(=O)OC(C)CC)c2nc3ccccc3nc21 (stereo not drawn),16.0,11.5%,9.8%,24.5%,-2.6%,-9.7%,9.3%,/,0.0,
CCCCOC(=O)CCc1c(C)[nH]c(=O)c(C#N)c1C,9.0,-7.0%,6.5%,2.2%,3.6%,2.6%,1.4%,i,7.0,
CC(C)OC(=O)C1C2C=CC3(CN(C(C)c4ccc(Br)cc4)C(=O)C13)O2 (stereo not drawn),0.0,1.4%,6.8%,-1.4%,11.2%,-4.4%,-3.6%,i,3.0,
CCOc1ccc(S(=O)(=O)Nc2cccc(Cl)c2)cc1,6.0,57.6%*,9.5%,65.0%*,1.9%,12.9%,6.6%,i,11.0,Spn PMK inh pilot replicates=1.0;MK inhibit pilot replicates=0.0;DPM-DC inhibit pilot screen %=1.0
CCCCCCn1c(CN2CCCCC2C)nc2c1c(=O)n(C)c(=O)n2C (stereo not drawn),16.0,/,/,/,/,-6.7%,1.3%,i,0.0,
C=CCOC(=O)c1sc(N2C(=O)c3oc4ccccc4c(=O)c3C2c2ccco2)nc1C (stereo not drawn),0.0,7.7%,8.0%,2.9%,-1.0%,-5.3%,5.2%,i,16.0,
CC(C)Cc1cc(C(=O)Nc2c(F)cc(F)cc2Br)no1,4.0,0.5%,28.7%,1.6%,-7.1%,3.0%,2.8%,i,11.0,Spn PMK inh pilot replicates=1.5;MK inhibit pilot replicates=1.0;DPM-DC inhibit pilot screen %=1.5
CC(C)OC(=O)CSc1nnc(-c2cccnc2)n1N,13.0,-2.1%,6.5%,-10.1%,-3.8%,-0.9%,/,i,1.0,
COc1cc(-c2nn3c(-c4ccccc4)nnc3s2)cc(OC)c1OC,12.0,-0.6%,9.3%,-8.1%,-0.9%,-5.3%,11.7%,i,20.0,
CS(=O)(=O)N1CCCC(C(=O)NCCc2ccccc2)C1 (stereo not drawn),1.0,34.9%,9.1%,27.0%,-6.6%,-0.7%,-2.9%,i,7.0,
Cc1cc(C)n(-c2nc3ccccc3c(=O)n2OCCOc2ccccc2)n1,15.0,-16.0%,6.4%,-0.7%,2.7%,2.3%,3.9%,i,4.0,Spn PMK inh pilot replicates=0.0;MK inhibit pilot replicates=0.0;DPM-DC inhibit pilot screen %=0.0
CCc1nnc(NC(=O)C(C)Sc2ccccc2)s1 (stereo not drawn),4.0,1.6%,7.7%,-6.1%,5.3%,-6.9%,-0.5%,i,9.0,
O=C(O)CCCC(=O)Nc1nc(-c2ccc(F)cc2)cs1,12.0,-36.1%,4.9%,1.2%,5.6%,8.7%,-1.4%,i,3.0,Spn PMK inh pilot replicates=5.0;MK inhibit pilot replicates=0.0;DPM-DC inhibit pilot screen %=0.0
O=C(Nc1ccc2c(c1)CCC2)C1CCN(c2c3c(nc4ncnn24)CCC3)CC1,9.0,6.8%,8.5%,-2.7%,-9.6%,8.4%,15.2%,i,4.0,
CC(C)(C)c1cc(C(=O)O)c(CN2CCCCC2)o1,4.0,/,7.9%,/,-2.0%,-0.4%,/,i,0.0,
CCOCCn1c(CN2CCN(CC)CC2)nc2c1c(=O)n(C)c(=O)n2C,i,6.2%,7.8%,4.9%,-3.8%,-9.0%,/,i,5.0,Spn PMK inh pilot replicates=2.0;MK inhibit pilot replicates=0.5;DPM-DC inhibit pilot screen %=0.5
COCCN1Cc2cccc(C(=O)N3CCN(c4cc(C)ccc4C)CC3)c2C1=O,6.0,-6.2%,4.7%,1.4%,2.3%,3.0%,48.6%,i,7.0,

# Screens from PubChem.
